A-T KAP1 phos: qHTS Assay for Identifying a Potential Treatment of Ataxia-Telangiectasia. […] A-T fibroblasts, KAP-1 phosphorylation AlphaLISA; neocarzinostatin DNA damage 30 min before lysis. Potency, µM (highest dose often 57.5 µM), inactives show at the top dose activation, actives largely listed as activators. AID 485349, 2010. 320,000 tested, 0.19% active; note: potency is the fitted concentration of half-maximal effect; % of control where 0% means no effect; nearly all actives have a fitted effect of over 45% in size
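hTERT-immortalized A-T patient fibroblasts ([…]), 500 cells/well in OPTI-MEM, 1% FBS, got compounds for 60 min, then NCS for 30 min at 37C. Lysates were then assayed for phospho-KAP-1 by AlphaLISA (anti-pKAP1 donor, anti-KAP1 acceptor beads), 6 hr at 25C.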
a7 integrin act: qHTS for Activators of Integrin-Mediated Alleviation for Muscular Dystrophy; alpha7betagal myoblasts, beta-gal FDG fluorescence, 48 h; Potency, µM (titrated, usually from 38.3 µM), inactives show top-dose activation, actives largely listed as activators; 350,000 tested, 0.064% active; AID 624291, 2012;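 note: potency is the fitted concentration of half-maximal effect; 100% = response of the positive control SU9516; nearly all actives have a fitted effect of over 60% in size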
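Alpha7betagal+/- myoblasts (passage 13) were plated 16-24 hr, then exposed to compounds (1:260 dilution of DMSO stock) for 48 hours at 37C. After MPER lysis, β-galactosidase reporter activity was read as FDG fluorescence (ex 480/em 540) after 30 minutes.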
ASM inhibitor: Inhibitors of Secretory Acid Sphingomyelinase (S-ASM): qHTS; placental ASM, HMU-PC fluorogenic substrate, 60 min; Sphingomyelin phosphodiesterase (Homo sapiens), P17405; 340,000 tested, 0.006% active; AID 504937, 2011; Potency, µM (top dose mostly 57.5 µM), inactives show top-dose activity change, negative = inhibition, hits mostly inhibitors; note: potency is the fitted concentration of half-maximal effect
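Fluorescence read-out (Ex 386 nm, Em 447 nm) after stopping the reaction at pH 10. Enzyme: ASM from human placenta; substrate HMU-PC0, 9 uM final; 60 min, 37 °C. Compound preincubation 10 min, ambient temperature.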
GALK inh: qHTS Assay for Inhibitors of Human Galactokinase (GALK) | P51570 | Purified GALK, Kinase-Glo residual ATP luminescence | Potency, µM (doses to about 57.5 µM), for inactives: at the top dose activity change, negative = inhibition, usual class: inhibitors | 270,000 tested, 0.007% active | AID 1868, 2009; note: potency is the fitted concentration of half-maximal effect; % is set by controls: 0 for no effect and ±100 for the full control effect
Target sequence (P51570 whole entry, looked up): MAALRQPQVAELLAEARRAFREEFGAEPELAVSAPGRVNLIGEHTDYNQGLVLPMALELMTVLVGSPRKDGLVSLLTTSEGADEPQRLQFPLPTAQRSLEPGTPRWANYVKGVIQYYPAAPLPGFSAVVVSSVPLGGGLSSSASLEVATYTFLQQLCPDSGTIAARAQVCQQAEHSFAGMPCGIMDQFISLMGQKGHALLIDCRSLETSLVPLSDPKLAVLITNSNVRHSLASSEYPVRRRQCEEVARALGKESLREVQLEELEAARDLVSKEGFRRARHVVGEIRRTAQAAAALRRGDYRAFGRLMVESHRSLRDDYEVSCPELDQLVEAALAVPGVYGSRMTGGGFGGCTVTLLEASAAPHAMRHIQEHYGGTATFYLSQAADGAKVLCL
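ATP-depletion format; final 35 uM ATP, 100 uM D-galactose, 5 nM enzyme; pH 8.0 HEPES/Mg2+ buffer; 60 min RT; luminescence read 10 min after detection reagent.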
KCNH2 3.1 block: qHTS for Inhibitors of KCHN2 3.1: Mutant qHTS | Potassium voltage-gated channel subfamily H member 2, brain isoform KCNH2 3.1 (human) | U2OS KCNH2 3.1, thallium flux FluxOr; stronger effect = lower value | activity change, % (tested at about 1.8 µM) | 340,000 tested, 0.95% active | AID 720553, 2013;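 active = maximum activity change below -70%; inconclusive = maximum activity change from -70% to -50%; inactive = maximum activity change above -50%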;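 note: thallium influx rate constant from kinetic fluorescence after stimulation buffer; % is set by controls: 0 for no effect and ±100 for the full control effect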
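Virally transduced U2OS (3.1 isoform, 4 h infection in dark at RT) → overnight 37 C → FluxOr + Red40 in HBSS/HEPES, 45 min → stimulation buffer, 2 min kinetic read → rate constant vs DMSO controls.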
Coupling enz: qHTS Assay for Inhibitors of Fructose-1,6-bisphosphate Aldolase from Giardia Lamblia: Coupling assay counterscreen; coupling enzyme system counterscreen, AmpLite Red fluorescence; activity change, negative = inhibition, % at 58.2 µM, hits read low; 290,000 tested, 0.67% active; AID 2472, 2010; in the data active = activity change below about -30%; note: % is set by controls: 0 for no effect and ±100 for the full control effect
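Counterscreen of the coupled detection system alone, without aldolase: glyceraldehyde-3-phosphate coupling enzymes plus AmpLite Red readout. Compounds at 57.5 uM final, 10 min RT preincubation, 20 min RT reaction, fluorescence 525/598 nm.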
TRPV1 ag: HTS Assay for Compounds that Act as Agonists of the Vanilloid Receptor 1. Transient receptor potential cation channel subfamily V member 1 (Homo sapiens), Q8NER1. TRPV1-expressing cells, Fluo-8 calcium influx, agonist mode. activation, % at 8.33 µM. 320,000 tested, 0.19% active. AID 540275, 2011; in the data active = activation above about 80%; inconclusive = between about 30% and that limit; note: 0% is about no effect
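Fluo-8 calcium influx in TRPV1-expressing cells, kinetic read (ex 480/em 520 nm). Compound added and read 3 min for agonist activity, followed by capsaicin at EC20 final and 2 min further read for enhancement.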
hERG WT inh: qHTS for Inhibitors of KCHN2 3.1: Wildtype qHTS; U2OS, BacMam KCNH2, thallium flux FluxOr; stronger effect = lower value; activity change, % at 1.84 µM; 340,000 tested, 0.37% active;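 active = maximum activity change below -70%; inconclusive = maximum activity change between -70% and -50%; inactive = maximum activity change above -50%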; note: % is set by controls: 0 for no effect and ±100 for the full control effect
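U2OS cells transduced with wild-type KCNH2 virus are loaded with FluxOr dye for 45 min, and thallium flux is measured in kinetic reads before and after stimulation buffer. Rate constants are normalized to DMSO controls.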
MLL CXXC-DNA inh: qHTS Fluorescence Polarization Assay for Inhibitors of MLL CXXC domain - DNA interaction | Histone-lysine N-methyltransferase 2A (Homo sapiens), Q03164 | MLL-CXXC / FITC-HOXA9 DNA fluorescence polarization | Potency, µM (doses to about 115 µM), without a hit: top-dose activity change, negative = inhibition, usual class: inhibitors | 290,000 tested, 0.037% active; active = well fitted inhibition curve with a large enough effect in the polarisation, with a control signal flat, not every such curve was filed as active; inconclusive = small, poorly fitted or top-dose-only effect, or effect the other way, or a change in a side signal; inactive = no such curve, though single readings can be large or run the other way; the % refers to the polarisation; note: potency is the fitted concentration of half-maximal effect
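Purified MLL-CXXC (added from a 7 uM solution) was preincubated 5 min at ambient with pinned compounds in 50 mM Tris-HCl pH 7.5, 50 mM NaCl, 1 mM DTT, 0.05% BSA. Fluorescein-labeled HOX-A9 DNA (50 nM solution) followed, 30 min, then polarization read.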
MBNL1-CUG inh: qHTS Assay for Inhibitors of MBNL1-poly(CUG) RNA binding; TR-FRET MBNL1-His/biotin-(CUG)12 binding, 665/545 ratio; 280,000 tested, 0.036% active; Potency, µM (top dose mostly 57.5 µM), for the others: top-dose activity change, negative = inhibition, usual class: inhibitors; AID 2675, 2010; Muscleblind-like protein 1 (Homo sapiens), Q9NR56; active = well fitted inhibition curve with a large enough effect in the signal ratio, with a control signal flat, not every such curve was filed as active; inconclusive = small, poorly fitted or top-dose-only effect, or effect the other way, or a change in a side signal; inactive = no such curve, though single readings can be large or run the other way; the % refers to the signal ratio; note: potency is the fitted concentration of half-maximal effect; % is set by controls: 0 for no effect and ±100 for the full control effect
Target sequence (Q9NR56 whole entry, looked up): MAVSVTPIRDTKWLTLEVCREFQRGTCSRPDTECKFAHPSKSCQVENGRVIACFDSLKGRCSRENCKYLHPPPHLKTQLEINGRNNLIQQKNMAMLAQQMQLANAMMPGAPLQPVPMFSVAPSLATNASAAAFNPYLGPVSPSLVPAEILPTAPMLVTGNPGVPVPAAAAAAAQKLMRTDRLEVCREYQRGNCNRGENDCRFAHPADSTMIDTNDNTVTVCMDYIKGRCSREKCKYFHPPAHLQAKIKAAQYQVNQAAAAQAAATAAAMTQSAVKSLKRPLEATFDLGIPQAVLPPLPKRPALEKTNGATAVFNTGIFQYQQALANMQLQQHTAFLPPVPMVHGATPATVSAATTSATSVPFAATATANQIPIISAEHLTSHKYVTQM
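MBNL1-His + Biotin-(CUG)12, cpd titration 92 nM–58 uM; Tb anti-His Ab 0.055 ng/ul, SA-XL665 5 nM (final); 60 min RT; ratiometric 665/545 nm, Ex 340 nm; normalized to buffer and full-complex controls.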
* = called active by the depositor; i = inactive; u = inconclusive; x = no result given; [ ] = another dose, or the depositor's remark. Unless noted, calls come from the whole dose curve; as a rule, active = well fitted curve in the direction sought with a large enough effect; inconclusive = small, poorly fitted or top-dose-only effect, or another doubt; inactive = no such curve, though single readings can be large; an effect the other way counts as inactive or inconclusive.

SMILES | A-T KAP1 phos | a7 integrin act | ASM inhibitor | GALK inh | KCNH2 3.1 block | Coupling enz | TRPV1 ag | hERG WT inh | MLL CXXC-DNA inh | MBNL1-CUG inh
N#Cc1c(N)n(CCNC(=O)c2cccs2)c2nc3ccccc3nc12 | 9% | -11% | i | -3% | -2 | -23 | 1 | -3 | 1% | u
Cc1nn(-c2ccccc2)c2c1C(c1ccc(F)cc1)C(C#N)=C(N)O2 (stereo not given) | -1% | 22% | -8% | x | -5 | 1 | 4 | 0 | 4% | -4%[11.5 µM]
CCn1c(=O)cc(SCC(=O)N(C)Cc2ccccc2)c2ccccc21 | x | -6% | 1% | 1% | 0 | -1 | -4 | -14 | 0% | 15%
O=C(Cc1c(Cl)cccc1Cl)OCC(=O)N1CCN(C(=O)c2ccco2)CC1 | -3% | -2% | 1% | 14% | 12 | 0 | 15 | -1 | 7% | -1%
O=C(Nc1ccccc1C(=O)O)c1ccccc1 | -4% | -24% | 3% | 1% | -8 | 5 | 0 | -10 | -2% | -12%
COc1cc(/C=C2/C(=N)N3C(=NC2=O)SN=C3S(=O)(=O)C(C)C)ccc1OC(=O)c1ccco1 | -2% | -15% | u | -21% | 2 | x | 2 | 0 | 86%[activator] | 6%
CCCCNC(=O)c1ccc2c(c1)S(=O)(=O)c1ccccc1C2=O | -17% | -2% | -1% | -1% | -4 | x | 2 | 9 | 3% | 10%
COc1ccc(C(=O)OCC(=O)C(C)(C)C)cc1S(=O)(=O)N(C)CCc1cccnc1 | 5% | 1% | 1% | x | 10 | 2 | 1 | 1 | 2% | -3%
C=CCN(C(=O)CSC1=NC(=O)CN1C(C)=O)c1nc(C)c(-c2ccccc2)s1 | -8% | -47%[inhibitor] | -1% | 0% | -5 | -2 | 7 | -3 | 23% | 11%
O=C(NCc1cccnc1)Nc1cccc(NC(=O)NCc2cccnc2)c1 | -3% | -19% | 7% | 1% | -3 | 0 | 0 | -2 | 20% | -6%
CC(=O)c1ccc(N2CCN(C(=O)c3cc(-c4cccnc4)nc4ccc(Br)cc34)CC2)cc1 | -5% | -13% | -14% | 9% | -4 | -1 | -1 | 0 | 14% | 9%
COc1ccc(CN2C(=NC(=O)CCC3CCCC3)SC3CS(=O)(=O)CC32)cc1 (stereo not given) | -1% | 21% | -1% | 9% | 7 | -1 | -1 | -2 | 7% | 3%
CC(C)Cc1ccc(C(C)C(=O)Nc2ccc(O)cc2)cc1 (stereo not given) | -2% | -45% | -8% | 10% | 4 | 0 | u | 5 | 2% | 2%
Cn1c(C(=O)c2ccccc2)nc2ccccc21 | -3% | u | -1% | 0% | 37 | 0 | -3 | 5 | 0% | 6%
Cc1ccsc1C(=O)OCC(=O)NC1CCCC1 | -2% | -29% | 6% | x | 10 | x | 2 | -26 | x | x
O=C(Nc1ccc2c(c1)OCO2)c1cccc2c1C(=O)N(C1CCCCC1)C2 | 3% | -7% | 4% | 0% | 11 | -5 | 0 | 17 | 15% | 1%
COCCN(C(=S)Nc1cccc(C)c1)C(C)c1cccs1 (stereo not given) | 4% | -16% | 5% | 1% | -7 | -2 | -1 | -1 | 0% | -1%
COc1cc(CCC(=O)OCC(=O)NCCc2ccc(S(N)(=O)=O)cc2)cc(OC)c1OC | -1% | -7% | 2% | x | -13 | x | x | -13 | x | x
Cc1oc(-c2ccccc2F)nc1CN1CCC(C(=O)NCCC2=CCCCC2)CC1 | -4% | -7% | 1% | -2% | -28 | -2 | 0 | 6 | -4% | 0%
CCc1ccc(C(C)NC(=S)NCc2ccc(F)cc2)cc1 (stereo not given) | -2% | -40% | -5% | 5% | 9 | -1 | u | -13 | 0% | 0%
C=CCNc1nc(C(F)(F)F)nc2c1nnn2Cc1ccccc1Cl | -6% | 18% | 2% | -1% | 3 | 2 | 16 | -1 | 12% | -1%
CCCc1cc(=O)oc2cc(OCC(=O)Nc3ccccn3)ccc12 | 6% | 13% | 9% | 8% | 22 | x | 4 | 7 | 0% | 113%[activator]
CCOC(=O)C1=C(CN2CCc3ccccc32)NC(=O)NC1c1cc(C)ccc1C (stereo not given) | x | 12% | -1% | x | 9 | x | x | 2 | x | x
Cc1cccc(-c2noc(CCC(=O)N3CCN(c4cc(C)ccc4C)CC3)n2)c1 | -3% | -16% | -8% | x | 1 | x | x | -4 | x | x
O=C(CNC(=O)/C=C/c1ccccc1)N=Nc1c(O)n(Cc2ccccc2)c2ccccc12 | -5% | x | x | 0% | x | 7 | 3 | x | -19% | 5%
COc1ccc(C(=O)OCC(=O)c2c[nH]c3ccccc23)cc1OC | 2% | -20% | -6% | x | -2 | x | 18 | -4 | x | x
CC1CCN(C(=O)c2ccc(NC(=O)CC3SC(N4CCCC4)=NC3=O)cc2)CC1 (stereo not given) | -4% | -11% | 2% | x | -5 | x | -2 | 1 | x | x
COc1ccccc1OCCCOc1c(C)cc(C)cc1Br | 6% | -18% | 0% | 2% | 6 | -1 | 3 | -3 | -4% | x
Cc1nn(CC(=O)Nc2ccc(N3CCOCC3)cc2)c(C)c1Br | 11% | -15% | -1% | 1% | u | 1 | -5 | -2 | -5% | 0%
CC1CN(S(=O)(=O)c2ccc(C(=O)N(CCCN(C)C)c3nc4c(Cl)cccc4s3)cc2)CC(C)O1 (stereo not given) | -1% | 0% | -1% | 1% | -2 | 3 | -1 | -8 | u | 4%
O=C(NNC1=NS(=O)(=O)c2ccccc21)c1ccc([N+](=O)[O-])cc1 | -6% | -11% | 7% | 8% | -5 | 6 | 2 | -11 | 4% | u
O=C(CCN1C(=O)/C(=C/c2ccccc2Cl)SC1=S)Nc1cccnc1 | -3% | 0% | 5% | -4% | 0 | x | u | -4 | -1% | 3%
Cc1noc(C)c1COc1ccc(C(=O)N2CCN(S(=O)(=O)c3ccc(Cl)cc3)CC2)cc1 | 0% | 2% | -2% | x | -3 | x | 0 | 12 | x | x
CN(C)CCn1c(SCc2ccccc2C#N)nc2c(sc3ccccc32)c1=O | 11% | 0% | 257%[activator] | x | -3 | 0 | 12 | -16 | 22% | 12%
CCn1c(/C=C/N(C(C)=O)c2ccccc2)[n+](CC)c2ccc(Cl)cc21 | 6% | -54%[inhibitor] | 6% | -2% | -6 | 5 | -2 | -16 | 8% | -16%
Cc1ccc2[nH]c(=O)c3cc(C(=O)N(C)c4ccc(C)c(C)c4)sc3c2c1 | 7% | 25% | -4% | -3% | 6 | 1 | 5 | -12 | -26% | -1%
CN1CC[n+]2c(CN3C(=O)c4ccccc4C3=O)csc21 | 1% | 38% | 9% | -1% | 12 | 1 | 0 | 8 | 3% | 14%
CCCCNc1ccc2c3c(cccc13)C(=O)N(CCCC)C2=O | 28µM* | -173%[inhibitor] | u | 6% | -42 | -6 | 92* | -49 | u | 20%
CC(C)C[C@@H](CO)N1CCN(Cc2ccc([N+](=O)[O-])cc2)CCC1=O | 0% | -13% | 4% | x | 2 | 4 | -5 | -1 | 1% | u
O=C1c2ccccc2NC(c2ccc(O)cc2)N1Cc1ccco1 (stereo not given) | 11% | 20%[7.66 µM] | 23% | -4% | -23 | 5 | -1 | -13 | 13% | -3%
O=C1CCCCN1CCCC(=O)N1CCCC(Nc2ccccc2)C1 (stereo not given) | 2% | 9% | 3% | -9% | 5 | 2 | 4 | -5 | 0% | -1%
Cc1nnc(SCC2=C(C(=O)O)N3C(=O)C(NC(=O)COc4ccc(F)cc4)C3SC2)s1 (stereo not given) | -25% | -41% | -15% | x | 10 | x | -6 | 2 | x | x

Two entries from above, with two lines to a compound.
Values in the order: A-T KAP1 phos, a7 integrin act, ASM inhibitor, GALK inh, KCNH2 3.1 block, Coupling enz, TRPV1 ag, hERG WT inh, MLL CXXC-DNA inh, MBNL1-CUG inh
Cc1cccc(-c2noc(CCC(=O)N3CCN(c4cc(C)ccc4C)CC3)n2)c1
→ -3%, -16%, -8%, x, 1, x, x, -4, x, x
O=C(CNC(=O)/C=C/c1ccccc1)N=Nc1c(O)n(Cc2ccccc2)c2ccccc12
→ -5%, x, x, 0%, x, 7, 3, x, -19%, 5%
